SENP1 inh: human SENP1 catalytic domain inhibitors, primary screen, biochemical, FRET, uHTS; AID 624204, 2012; hit rate 0.21% among 360,000; recombinant SENP1 catalytic domain, CyPet-SUMO1-YPet FRET cleavage; Sentrin-specific protease 1 (Homo sapiens), Q9P0U3; inhibition, % at 10 µM;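 active = inhibition at least 30% at 10 µM, raw YFP signal under a set limit, fluorescence ratio 0.5 to 1.5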;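 also: 0% = enzyme with DMSO and 100% = no enzyme wells; some results filed as inactive read as strong as hits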
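Assay system – human recombinant His6-tagged SENP1 catalytic domain enzyme · Input – SENP1 enzyme, 20 pM final · Buffer or medium – Tris pH 8 buffer plus EDTA, NaCl, BME, BSA, NP40, catalase · Schedule – 50 min reaction at room temperature · Technique – FRET read of cyan and yellow fluorescence · Control set – no-enzyme wells low, DMSO-plus-enzyme wells high control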
SENP7 inh: SENP7 protease inhibitors, primary screen, biochemical, luminescence, uHTS; Sentrin-specific protease 7 (Homo sapiens), Q9BQF6; recombinant SENP7, Z-RLRGG-aminoluciferin luminescence, 40 min; inhibition, % at 5 µM; hit rate 1.5% among 330,000;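 active = inhibition above about 50% at the single test dose, limit read from the data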;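 also: plate controls were DMSO with enzyme for no effect and no enzyme buffer wells for full effect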
Target sequence (Q9BQF6 706-1050 limits assumed): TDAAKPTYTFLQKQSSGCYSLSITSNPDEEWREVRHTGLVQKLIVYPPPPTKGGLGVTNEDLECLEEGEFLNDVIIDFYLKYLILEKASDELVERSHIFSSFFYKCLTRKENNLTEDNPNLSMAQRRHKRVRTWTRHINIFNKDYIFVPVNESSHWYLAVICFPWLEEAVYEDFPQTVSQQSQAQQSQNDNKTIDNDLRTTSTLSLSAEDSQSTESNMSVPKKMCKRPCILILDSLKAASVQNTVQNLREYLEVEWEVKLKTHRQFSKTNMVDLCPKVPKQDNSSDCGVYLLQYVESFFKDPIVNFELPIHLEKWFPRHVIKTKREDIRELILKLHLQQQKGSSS
A3G deaminase: APOBEC3G DNA deaminase inhibitors, primary screen, biochemical, fluorescence, single-stranded DNA substrate, uHTS; DNA dC->dU-editing enzyme APOBEC-3G (Homo sapiens), Q9HC16; recombinant A3G, ssDNA deamination FAM/TAMRA fluorescence; inhibition, % at 20 µM; hit rate 0.28% among 330,000; AID 493012, 2011;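 active = inhibition of at least 40% at 20 µM, with no more than 30% in the related APOBEC3A deaminase screen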;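 also: plate controls were DMSO wells with A3G for no effect and wells lacking A3G enzyme for full effect; some compounds called inactive have numbers as strong as hits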
Target sequence (Q9HC16 whole entry, looked up): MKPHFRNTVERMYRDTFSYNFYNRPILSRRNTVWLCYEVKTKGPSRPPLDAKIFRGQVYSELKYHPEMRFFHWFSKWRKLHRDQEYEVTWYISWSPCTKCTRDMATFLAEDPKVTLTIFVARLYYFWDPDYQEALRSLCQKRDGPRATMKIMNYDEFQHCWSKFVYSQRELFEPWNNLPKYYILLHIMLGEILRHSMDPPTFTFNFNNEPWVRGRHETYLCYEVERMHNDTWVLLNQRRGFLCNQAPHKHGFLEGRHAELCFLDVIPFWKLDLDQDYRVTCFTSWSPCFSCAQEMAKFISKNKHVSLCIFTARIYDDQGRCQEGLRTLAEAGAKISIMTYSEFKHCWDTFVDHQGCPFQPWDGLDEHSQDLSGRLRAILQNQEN
SENP8 block-1: SENP8 protease inhibitors, primary screen, biochemical, luminescence | Sentrin-specific protease 8 (Homo sapiens), Q96LD8 | purified SENP8, Z-RLRGG-aminoluciferin cleavage | inhibition, % at 10 µM | hit rate 1.2% among 330,000 | AID 2540, 2010; in the data active = inhibition above about 50%
Target sequence (Q96LD8 whole entry, looked up): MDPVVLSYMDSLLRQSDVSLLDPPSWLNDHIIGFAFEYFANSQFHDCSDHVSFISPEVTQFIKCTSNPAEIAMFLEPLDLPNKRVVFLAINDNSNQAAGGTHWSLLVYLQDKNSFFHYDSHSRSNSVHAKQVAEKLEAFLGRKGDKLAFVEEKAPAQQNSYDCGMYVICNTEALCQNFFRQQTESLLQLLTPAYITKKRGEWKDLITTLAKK
Apaf-1 inh: inhibitors of human Apaf-1 apoptosome, primary screen, biochemical, DEVD-Rh110 fluorescence, uHTS | inhibition, % at 20 µM | Apoptotic protease-activating factor 1 (Homo sapiens), O14727 | reconstituted apoptosome caspase-3 activity | hit rate 0.71% among 330,000; active = inhibition of at least 40% at 20 µM;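 also: plate controls were DMSO wells for no effect and DEVD-CHO caspase inhibitor wells for full effect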
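Material: biochemical Apaf-1 apoptosome reconstitution. Medium: Hepes buffer, pH 7.5. Also added: cytochrome c activation, bis-DEVD rhodamine 110 substrate. Timing: 30 min compound preincubation, 50 min activation, room temperature. Measured by: rhodamine 110 fluorescence at Ex 480/Em 540 nm.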
SENP8 block-2: human SENP8 protease inhibitors, primary screen, biochemical, fluorescence, Nedd8 protein substrate, uHTS | Sentrin-specific protease 8 (Homo sapiens), Q96LD8 | recombinant SENP8 | inhibition, % at 20 µM | hit rate 0.64% among 360,000 | AID 602440, 2012; in the data active = inhibition mostly above about 40%, no sharp cut-off; inactive = mostly below about 27%
UBC13 inh: UBC13 polyubiquitin chain formation inhibitors, primary screen, biochemical, TR-FRET, uHTS; AID 485273, 2010; inhibition, % at 20 µM; hit rate 0.47% among 330,000; Ubiquitin-conjugating enzyme E2 N (Homo sapiens), P61088; in the data active = inhibition above about 45%, passing the limit was not always enough
SENP6 block: SENP6 protease inhibitors, primary screen, biochemical, luminescence, uHTS | inhibition, % at 10 µM | hit rate 1.8% among 330,000 | Recombinant SENP6 catalytic domain, aminoluciferin luminescence | Sentrin-specific protease 6 (Homo sapiens), Q9GZR1 | AID 2599, 2010;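 active = inhibition above about 50% at the single tested dose, limit read from the data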;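 also: plate controls were DMSO wells with enzyme for no effect and DMSO wells lacking enzyme for full effect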
An asterisk follows results filed as active.

SMILES	SENP1 inh	SENP7 inh	A3G deaminase	SENP8 block-1	Apaf-1 inh	SENP8 block-2	UBC13 inh	SENP6 block
CC1CCCCC1NC(=O)c1cn(C)c2ccc(S(=O)(=O)N3CCCC3)cc2c1=O (configuration not stated)	3	-3	-7	-8	5	7	0	-12
Cn1cccc1Cc1nnc(SCC(=O)N2CCCC2)n1CCc1ccccc1	0	-1	3	-8	10	7	7	0
Cc1ccccc1C(=O)Nc1cccc(C(=O)Nc2ccccc2C(=O)O)c1	2	1	-6	0	3	10	-1	19
COc1ccc(NC(C)=O)c(C)c1	2	-1	-7	-10	-3	11	-4	-23
Cc1ccc(C(=O)C(C)Oc2cccc(NC(=O)c3ccco3)c2)cc1 (configuration not stated)	2	14	-7	-15	6	8	5	-27
O=C(Nc1sc2c(c1C(=O)O)CCC2)c1cccc(Cl)c1	0	68*	-11	95*	0	-11	0	97*
CCOC(=O)N1CCN(S(=O)(=O)c2c(C)[nH]c(=O)[nH]c2=O)CC1	3	10	3	-5	2	18	2	-6
O=C(OCc1c(Cl)cccc1Cl)c1cccnc1Cl	3	-2	4	0	6	4	18	-4
CCC(=O)Nc1nc(C)nc(C)c1C(C)=O	1	11	-4	-13	-8	23	-1	1
CC1CC1C(=O)N1CCN(S(=O)(=O)c2cc(C(F)(F)F)cc(C(F)(F)F)c2)CC1 (configuration not stated)	1	5	9	-8	6	-2	1	1
CCN(CC)CC(=O)Nc1ccc(/C(C)=N/NC2=NCCN2)cc1	1	1	-2	-1	-11	28	9	-5
CCCNC(=O)N1CCCC(C(=O)c2cccc(Cl)c2)C1 (configuration not stated)	2	-12	-9	-11	17	9	-4	-15
COCCN1Cc2cccc(C(=O)Nc3ccc(C)cc3)c2C1=O	0	14	0	3	-2	13	2	8
CCC(C)(C)NC(=O)CN(C(=O)CNS(=O)(=O)c1ccccc1)c1ccc2c(c1)OCCO2	2	12	-11	1	-3	8	0	-25
Cc1c(Cl)cccc1NC(=S)NCc1ccc(F)cc1	2	1	-4	8	-7	10	8	23
O=C(CSc1n[nH]c(=O)[nH]c1=O)c1ccccc1	-1	9	-7	-7	9	12	-2	-15
COc1ccc(Nc2nc(N/N=C/c3ccc(N(C)C)cc3)nc(C)c2[N+](=O)[O-])cc1	2	-1	-8	-5	24	27	-96	-6
CN1CCN(C2Cc3ccccc3Sc3ccc(Cl)cc32)CC1 (configuration not stated)	3	8	0	-8	38	5	45*	-4
Cc1cccc(COCC(Cc2ccccc2)N2CCN(C(=O)c3ccc(C(F)(F)F)cc3)CCC2=O)c1 (configuration not stated)	2	1	-4	4	22	15	15	-4
CCSc1nsc(NC(=O)Nc2ccccc2OC)n1	-1	1	-6	-15	4	-1	1	34
CCCn1c(SCC(=O)NCCCN2CCCC2=O)nc2ccccc2c1=O	0	-1	-8	10	-10	-3	18	-22
O=C(O)CC(CC(=O)Nc1ccc(-c2ccccc2)cc1)c1ccccc1 (configuration not stated)	3	-5	-7	-2	10	12	0	-8
O=C(NC(=S)NNS(=O)(=O)c1ccccc1)c1cccnc1	2	5	-3	-3	1	6	-34	2
COC(=O)Nc1ccc2c(c1)OCO2	-7	3	-4	1	1	31	-5	-5
CN(C)S(=O)(=O)c1ccc(-c2csnn2)s1	-1	-2	0	1	-2	23	6	1

Record cards, from the list above:
COc1ccc(Nc2nc(N/N=C/c3ccc(N(C)C)cc3)nc(C)c2[N+](=O)[O-])cc1 as listed: SENP1 inh: 2; SENP7 inh: -1; A3G deaminase: -8; SENP8 block-1: -5; Apaf-1 inh: 24; SENP8 block-2: 27; UBC13 inh: -96; SENP6 block: -6
CCCNC(=O)N1CCCC(C(=O)c2cccc(Cl)c2)C1 (configuration not stated) as listed: SENP1 inh: 2; SENP7 inh: -12; A3G deaminase: -9; SENP8 block-1: -11; Apaf-1 inh: 17; SENP8 block-2: 9; UBC13 inh: -4; SENP6 block: -15

Next results.
SMILES	SENP1 inh	SENP7 inh	A3G deaminase	SENP8 block-1	Apaf-1 inh	SENP8 block-2	UBC13 inh	SENP6 block
Cc1ccc(C)c(N2CCN(C(=O)c3nn(C)c4c3CS(=O)(=O)c3ccccc3-4)CC2)c1	2	2	-9	-6	20	10	4	-15
O=C(NNc1c2ccccc2nc2ccccc12)c1cc2ccccc2cc1O	-53	2	0	1	8	-313	-108	-35
CC1CN(c2ccc([N+](=O)[O-])cc2Cl)CCN1S(C)(=O)=O (configuration not stated)	3	0	-6	7	-19	30	-6	-8
O=[N+]([O-])c1ccc(S(=O)(=O)Nc2nnc(C(F)(F)F)s2)cc1	0	12	1	-11	2	10	-10	11
COc1ccc(NC(=O)/C(=C\c2ccc(OC)c(OC)c2)NC(=O)c2ccco2)cc1	0	3	-5	5	-18	4	-16	-8
Cn1c(OCc2cccnc2)nc2c1c(=O)n(Cc1ccccc1)c(=O)n2C	0	-8	3	3	3	7	-1	1
CC(NC(=O)c1ccccc1O)c1ccccc1 (configuration not stated)	3	-9	-3	-13	3	-91	5	-14
COc1ccc(CC(=O)OCC(=O)Nc2ccc3[nH]c(=O)[nH]c3c2)cc1	5	8	-10	0	-3	6	2	-1
O=C(NCc1ccccc1)C1CCCN(c2cnccn2)C1 (configuration not stated)	-3	7	0	3	1	-201	5	5
COC(=O)c1ccc(C(NC(=O)OCc2ccccc2)/C(F)=C/[C@@H](C)C(=O)NCc2ccc(OC)c(OC)c2)cc1 (some centres not stated)	-1	3	-6	1	12	13	10	-18
Cn1ccnc1-c1nnn(-c2ccc(Cl)c(Cl)c2)n1	-1	-6	-7	-7	-2	3	4	-3
Cc1ccc(NC(=O)c2ccc(-c3nn(C)c(=O)c4ccccc34)cc2)cc1	0	-1	0	4	14	8	-3	-16
S=c1[nH]c(-c2ccccc2)cn1/N=C/c1cccs1	5	12	3	-1	-5	14	14	-21
CCN(CC(=O)NCc1ccc(F)cc1)C(=O)C(C)Oc1cccc(Cl)c1 (configuration not stated)	0	1	-7	3	-1	8	-2	-13
CC(C)CN(C(=O)COC(=O)C1CC1)c1c(N)n(Cc2ccccc2)c(=O)[nH]c1=O	0	0	-5	-5	2	-1	-1	-19
Cc1ccc(NC(=O)NC(=O)COc2c(F)c(F)cc(F)c2F)c(C)c1	1	3	-6	-7	1	15	14	-4
O=C(CSc1ccc(-c2ccccn2)nn1)c1ccc([N+](=O)[O-])cc1	4	4	-7	2	-14	23	-15	-8
O=C(NN1C(=O)/C(=C/c2ccc(O)c([N+](=O)[O-])c2)SC1=S)c1ccccc1Cl	32*	7	-1	4	16	24	-152	-18
CCCCNC(=O)OCC(CC)NC(=O)OCC(C)C (configuration not stated)	5	2	-3	-3	0	2	0	-7
ClCc1nnc(-c2ccccc2)o1	1	-8	-7	-4	-20	-6	-2	-8
O=C(NCc1ccco1)c1cc2n(n1)C(C(F)(F)F)CC(c1ccc(Cl)c(Cl)c1)N2 (configuration not stated)	25	5	-5	3	9	-1	-2	7
O=C(N/N=C1\CCCc2ccccc21)c1ccc([N+](=O)[O-])cc1	-1	-6	-5	-7	2	23	-12	0
O=C(CCCN1C(=O)S/C(=C\C=C\c2ccccc2)C1=O)Nc1ccc(O)cc1	2	-9	-4	-7	19	-75	-4	-5
O=C(CNC(=O)c1ccccc1F)NCC(c1cccs1)N1CCOCC1 (configuration not stated)	-2	7	-7	-4	-9	-8	-6	-6
CN(C)CCOC(=O)NCC12CC3CC(CC(C3)C1)C2	0	1	-3	5	-10	0	8	-2
Going on with the list:
SMILES	SENP1 inh	SENP7 inh	A3G deaminase	SENP8 block-1	Apaf-1 inh	SENP8 block-2	UBC13 inh	SENP6 block
CCSc1nnc(N)s1	3	-7	3	-12	-10	15	-14	-10
COc1ccc(NC(=O)c2ccccc2O)c(OC)c1	2	-3	-5	-17	7	5	-19	26
CC1=C(C)C(=O)N(c2ccccn2)C1=O	2	-9	-6	-15	2	10	-6	-29
CCCn1c(SCC(=O)NC2CCCCC2)nnc1C1CC1	3	15	-6	-6	0	3	-3	-7
C/C(=C\C(=O)Nc1cscc1C)C(=O)O	-3	1	-1	-10	-8	9	2	0
O=C(Nc1ccc2c(c1)OCCO2)C1CCN(S(=O)(=O)c2ccccc2)CC1	-2	-6	-11	-5	5	10	0	-13
CC1=NN(c2ccc(Cl)cc2)C(=O)C1C(c1cccc(O)c1)c1c(C)[nH]n(-c2ccc(Cl)cc2)c1=O (configuration not stated)	1	41	-1	12	85*	23	-28	47
CSc1ccc(/C=C(\NC(=O)c2ccccc2)C(=O)NN)cc1	-12	2	-4	10	-11	-26	4	-2
Cc1ccc(-c2ccc(CCC(=O)O)o2)cc1	0	25	0	19	6	-1	-4	58*
COc1cc(C(F)(F)F)c(C(=O)N(C)c2ccc(Cl)cc2)cn1	-2	7	5	0	-11	-1	-5	1
COC(=O)CN(C(=O)CSc1nnc(-c2cccc(OC)c2)o1)c1ccc(OC)cc1	0	1	14	4	23	24	-6	-39
NC(=O)C1CCN(c2oc(-c3cccs3)nc2S(=O)(=O)c2ccc(Cl)cc2)CC1	-1	15	-5	-2	9	-24	6	-4
CCOc1ccc(CC(=O)NC2CC(C)(C)N(C)C(C)(C)C2)cc1OCC	-1	-7	-6	-20	4	4	-6	-10
O=C(CSc1n[nH]c(-c2ccccn2)n1)Nc1ccc(Cl)cc1	0	1	-9	1	12	4	-49	-14
Cc1nc2ccccc2c(=O)n1NC(=O)COc1ccccc1	1	57*	-5	-7	-11	6	-5	-9
Cc1nn(CC(O)Cn2cnc3c2c(=O)n(C)c(=O)n3C)c(C)c1Br (configuration not stated)	0	-3	-5	2	-4	1	6	1
COc1ccc(CN(C)Cc2c(O)ccc3cc(Br)ccc23)cc1OC	-2	2	-9	0	22	-23	8	-16
CCn1c(NCc2ccc3c(c2)OCO3)nc2ccccc21	-3	-3	1	0	6	3	7	-12
Clc1ccc(Oc2nnnn2-c2ccccc2)cc1	2	0	-1	0	8	11	10	4
CCOC(=O)c1cc(-c2ccc(OC)cc2)nn1-c1ccccc1C(=O)O	1	-1	63*	-1	21	20	21	9
Cc1ccc(C)c(N(CC(=O)NCCc2ccccc2)C(=O)CCC(=O)Nc2ccccn2)c1	2	8	-8	2	13	7	6	-4
Cc1ccc(Oc2ncc(-c3ccc(Cl)cc3)cn2)cc1	1	-4	-3	-1	-9	11	-5	-18
Cc1oc(-c2ccccc2F)nc1CS(=O)(=O)CC(=O)NCCCN(C)C1CCCCC1	1	-3	-7	3	2	16	2	-13
O=C(Nc1ccnn1C1CCN(C2CCC2)CC1)c1ccccc1Cl	0	0	-6	7	-11	6	1	-8
COc1ccc(C(C)=O)cc1CSc1nc2ccccc2o1	-1	-3	19	-8	8	7	6	-19
CC(C)n1c(NCc2ccc(Cl)cc2)nc2ccccc21	1	2	2	-6	-2	12	4	8
O=C(O)CC1(CC(=O)NCc2ccc(C(F)(F)F)cc2)CCCCC1	2	16	0	-1	-6	-4	-7	-9
Cc1cccc(C2CC(c3ccccc3)Nc3nc(N)nn32)c1 (configuration not stated)	3	-9	-2	-2	-3	-224	9	8

Rows were taken by chance; overall some 3.6% were active at least once.
